UHRF1 binding – blocks human UHRF1 binding to methylated DNA; inhibition, % at 4.4 µM; Q96T88; AID 687016; 370,000 compounds, 0.75% hits; UHRF1 binding to methylated oligo, TR-FRET; in the data active means inhibition above about 21%;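 further: UHRF1 SRA domain binding a hemimethylated CpG hairpin DNA probe; 0% = median of test compound wells and 100% = reference inhibitor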
DDE Tn6 FP inh – DD(E)-Tn6 binding inhibition, primary FP screen; inhibition, % at 8.3 µM; AID 720509; Fibrin DD(E) TRITC-Tn6 fluorescence polarization displacement; 370,000 compounds, 0.21% hits; P02675;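 active means inhibition above a per-campaign cutoff: mean of compounds within control limits plus 3 SD, cut at about 15% in these data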;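 further: 0% = median of all compound wells on the plate and 100% = blocking peptide control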
PLCg1 inh – inhibitors of human phospholipase C gamma1 | purified PLC-gamma1, fluorogenic substrate, fluorescence | inhibition, % at 12.2 µM | 370,000 compounds, 0.84% hits; in the data active means inhibition above about 9.5%
PLC-beta3 inh – PLC-beta3 (human) inhibition, primary screen; inhibition, % at 12.2 µM; 370,000 compounds, 0.18% hits; Q01970; Purified PLC-beta3, fluorogenic substrate, fluorescence; in the data active means inhibition above about 11%;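 further: 0% = median of compound wells on plate and 100% = full blocker control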
ARFGAP1 inhibitor – inhibitors of rat ARFGAP1; Arfgap1-stimulated ARF1 GTP hydrolysis, GDP FP detection; Q62848; 360,000 compounds, 0.26% hits; AID 651572; inhibition, % at 16.5 µM;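 active means inhibition above a per-plate limit, mean inhibition of low control wells plus 3 SD, cut at about 25% in these data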;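 further: 0% = DMSO wells with enzyme and 100% = wells lacking Arfgap1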
Target sequence (Q62848 1-136 limits assumed): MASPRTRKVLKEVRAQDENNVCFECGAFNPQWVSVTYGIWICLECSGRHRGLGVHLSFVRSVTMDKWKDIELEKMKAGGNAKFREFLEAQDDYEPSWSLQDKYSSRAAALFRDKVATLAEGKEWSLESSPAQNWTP
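Repeats: one replicate per compound; assay system: rat Arfgap1 catalytic domain, aa 1-136; times: enzyme reaction 120 min at 25 °C after 20 min preincubation; detection: FP of antibody-bound GDP Alexa 633 tracer, ex 620/em 688 nm; benchmarks: high control wells lacking Arfgap1, low control full reaction with DMSO; reagent: human ARF1(Δ1-17)-GTP substrate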
MBD2 DNA inh – blocks human MBD2 binding to methylated DNA; inhibition, % at 4.4 µM; 370,000 compounds, 0.31% hits; TR-FRET, MBD2 binding to methylated oligonucleotide; Q9UBB5; in the data active means inhibition above about 13%
Target sequence (Q9UBB5 whole entry, looked up): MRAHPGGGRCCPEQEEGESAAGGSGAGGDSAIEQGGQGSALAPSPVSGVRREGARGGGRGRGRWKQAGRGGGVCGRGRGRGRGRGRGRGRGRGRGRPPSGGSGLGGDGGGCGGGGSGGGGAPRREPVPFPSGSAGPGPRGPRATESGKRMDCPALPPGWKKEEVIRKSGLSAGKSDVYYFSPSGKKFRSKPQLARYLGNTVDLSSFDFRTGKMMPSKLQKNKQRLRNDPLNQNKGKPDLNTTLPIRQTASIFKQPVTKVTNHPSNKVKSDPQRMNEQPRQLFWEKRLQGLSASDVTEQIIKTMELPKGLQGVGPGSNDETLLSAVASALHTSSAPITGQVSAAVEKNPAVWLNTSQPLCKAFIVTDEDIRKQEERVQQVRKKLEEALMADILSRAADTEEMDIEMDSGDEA
ASAP1 inh – ASAP1 ArfGAP inhibition; inhibition, % at 16.5 µM; ASAP1-stimulated ARF1 GTP hydrolysis, GDP FP detection; Q9ULH1; 360,000 compounds, 0.19% hits; in the data active means inhibition above about 25%;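 further: 0% = vehicle with enzyme and substrate and 100% = no enzyme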
Target sequence (Q9ULH1 325-724 limits assumed): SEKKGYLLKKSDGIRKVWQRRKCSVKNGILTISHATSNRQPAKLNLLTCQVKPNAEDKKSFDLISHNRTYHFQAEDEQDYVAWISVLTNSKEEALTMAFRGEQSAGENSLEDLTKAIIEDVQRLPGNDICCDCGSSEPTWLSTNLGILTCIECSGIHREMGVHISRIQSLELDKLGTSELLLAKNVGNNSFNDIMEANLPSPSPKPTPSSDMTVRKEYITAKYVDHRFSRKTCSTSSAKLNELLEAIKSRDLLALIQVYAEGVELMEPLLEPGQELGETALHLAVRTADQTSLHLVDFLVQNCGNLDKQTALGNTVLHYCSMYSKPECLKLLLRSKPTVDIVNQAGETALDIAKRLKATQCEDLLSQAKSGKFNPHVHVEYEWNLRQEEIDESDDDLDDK
KLK7 zymogen act – activators of human kallikrein-7 zymogen; purified proKLK7, EDANS-DABCYL substrate fluorescence; 100% is mature enzyme control, 0% vehicle; P49862; 370,000 compounds, 0.9% hits; activation, % at 7 µM;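 active means activation above the mean of all tested compounds plus 3 SD, computed per campaign excluding outliers beyond control limits, cut at about 13% in these data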
ADAM17 inh – ADAM17 inhibition, QFRET primary screen. P78536. inhibition, % at 6.95 µM. recombinant ADAM17, EDANS/DABCYL FRET peptide cleavage. 370,000 compounds, 0.83% hits;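 active means inhibition above the mean of compounds lying between control limits plus 3 SD, set per campaign, cut at about 8.5% in these data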;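 further: 0% = DMSO-only wells as the low control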
Tn7 DDE FP – DD(E)-Tn7 binding inhibition, primary FP screen. 370,000 compounds, 0.13% hits. inhibition, % at 8.3 µM. FP displacement of FITC-Tn7 peptide from fibrin DD(E); 0% = median of compound wells per plate;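 active means inhibition above the mean of compounds falling within the control limits plus 3 SD of them, cut at about 14% in these data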;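 further: 0% = plate median of compound wells and 100% = 10 µM Aha-Tn7 peptide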
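Assay system: Fibrin-DD(E) protein isolated from polymerized human fibrin clots; read-out basis: percent inhibition; medium: Tris/NaCl/CaCl2 buffer, pH 7.8; signal: FP measurement; incubation: 10 min plus 3 h, room temperature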
Numbers without * were called inactive.

item | compound | UHRF1 binding | DDE Tn6 FP inh | PLCg1 inh | PLC-beta3 inh | ARFGAP1 inhibitor
1 | Cc1ccc(S(=O)(=O)N2[C@@H](c3ccccc3F)C(C(=O)O)=CC[C@H]2c2cccs2)cc1 | -1 | -2 | -1 | -2 | 9
2 | COc1ccc(C(=O)N/C=C/n2cnc3cc(C(F)(F)F)ccc32)cc1 | 4 | 16* | 0 | -5 | 9
3 | CCOC(=O)C1=NN(C(=O)COc2ccccc2)C(O)(c2ccc(Br)cc2)C1 (stereo unspecified) | -3 | -5 | 0 | 1 | -3
4 | Cc1ccc2nc(Nc3ccccc3)cc(C)c2c1 | -3 | 0 | -43 | -56 | 2
5 | CC(=O)OCCc1c2ccccc2c(CCCN(C)C)c2ccccc12 | 3 | -1 | -94 | -141 | 2
6 | COC(=O)c1cc(S(=O)(=O)N2CCN(c3ccc([N+](=O)[O-])cc3)CC2)c[nH]1 | 0 | -4 | 4 | 0 | -2
7 | Nc1ccc(N=Nc2ccccc2O)c(N)c1 | -15 | 2 | -40 | -60 | 9
8 | CN(C(=O)COC(=O)CCc1c[nH]c2ccccc12)C(c1ccccc1)c1ccccc1 | 0 | -9 | -1 | -1 | -8
9 | O=C(O)c1cccc(N2C(=O)/C(=C/c3ccc([N+](=O)[O-])cc3)C=C2c2ccccc2)c1 | 3 | -2 | -3 | 0 | 1
10 | CCOc1ccccc1N(C(=O)Nc1cccc(Cl)c1)C1=NC(C)CS1 (stereo unspecified) | 2 | -7 | 3 | 5 | 0
11 | Cc1cc(=O)oc2cc(OCC(=O)OCC(=O)N3CCC(C)CC3)ccc12 | -1 | -1 | -28 | -37 | 6
12 | CCN(CC)S(=O)(=O)c1cccc(-c2nnc(SCC(N)=O)n2C)c1 | -1 | -2 | 2 | -5 | -11
13 | CC1Sc2ccc(C(=O)Nc3ccc(S(=O)(=O)N(C)C)cc3)cc2NC1=O (stereo unspecified) | -2 | -5 | -6 | -4 | -1
14 | CCCCC(CCC(=O)Nc1ccccc1C(=O)OCC)C(=O)O (stereo unspecified) | 0 | -2 | -2 | 3 | 4
15 | CCCc1cc(=O)oc2cc(OCc3cc(OC)c(OC)c(OC)c3)c(Cl)cc12 | -3 | -1 | 0 | 2 | -4

item | MBD2 DNA inh | ASAP1 inh | KLK7 zymogen act | ADAM17 inh | Tn7 DDE FP
1 | 2 | -4 | 0.1 | -2 | -5
2 | 0 | -8 | 0.2 | -3 | 11
3 | 0 | -8 | 0.6 | 1 | 5
4 | -3 | 9 | 1.2 | -19 | -9
5 | 5 | 5 | 16* | -481 | -2
6 | -3 | -4 | 0.0 | 1 | -2
7 | -9 | 11 | 40* | -14 | -1
8 | 1 | -6 | -0.8 | 11* | -5
9 | -1 | -13 | -0.5 | -4 | 5
10 | -2 | 0 | -0.5 | 0 | -2
11 | -3 | 12 | -1.8 | -82 | -1
12 | 1 | 8 | -0.2 | 0 | 5
13 | -6 | 7 | -0.8 | 4 | -5
14 | 0 | -2 | -0.1 | 1 | 1
15 | -6 | 7 | -0.1 | -5 | 1

Rewritten screen by screen: entries from further up
1: Cc1ccc(S(=O)(=O)N2[C@@H](c3ccccc3F)C(C(=O)O)=CC[C@H]2c2cccs2)cc1
2: COc1ccc(C(=O)N/C=C/n2cnc3cc(C(F)(F)F)ccc32)cc1
3: CCOC(=O)C1=NN(C(=O)COc2ccccc2)C(O)(c2ccc(Br)cc2)C1 (stereo unspecified)
4: Cc1ccc2nc(Nc3ccccc3)cc(C)c2c1
5: CC(=O)OCCc1c2ccccc2c(CCCN(C)C)c2ccccc12
6: COC(=O)c1cc(S(=O)(=O)N2CCN(c3ccc([N+](=O)[O-])cc3)CC2)c[nH]1
7: Nc1ccc(N=Nc2ccccc2O)c(N)c1
entry no.	1	2	3	4	5	6	7
UHRF1 binding	-1	4	-3	-3	3	0	-15
DDE Tn6 FP inh	-2	16*	-5	0	-1	-4	2
PLCg1 inh	-1	0	0	-43	-94	4	-40
PLC-beta3 inh	-2	-5	1	-56	-141	0	-60
ARFGAP1 inhibitor	9	9	-3	2	2	-2	9
MBD2 DNA inh	2	0	0	-3	5	-3	-9
ASAP1 inh	-4	-8	-8	9	5	-4	11
KLK7 zymogen act	0.1	0.2	0.6	1.2	16*	0.0	40*
ADAM17 inh	-2	-3	1	-19	-481	1	-14
Tn7 DDE FP	-5	11	5	-9	-2	-2	-1

Other compounds:
item | compound | UHRF1 binding | DDE Tn6 FP inh | PLCg1 inh | PLC-beta3 inh | ARFGAP1 inhibitor
16 | CC(=O)c1cn(CCCCCCCn2cc(C(C)=O)c(=O)[nH]c2=O)c(=O)[nH]c1=O | -4 | 8 | 0 | -1 | -3
17 | Cc1ccc(N2C(=O)N(CC(=O)N3CCCc4ccccc43)C(=O)C2C)cc1 (stereo unspecified) | -5 | 2 | 5 | 2 | -1
18 | C=C(C)c1cccc(C(C)(C)NC(=O)N(C)C2CCN(C)CC2)c1 | 1 | -8 | 2 | 4 | 12
19 | CCn1c(SCC(=O)Nc2ccc(OC)c(OC)c2)nnc1-c1cccs1 | 5 | 2 | 12* | 10 | -1
20 | CCCCOCCCNC(=O)C[C@@H]1C[C@@]2(C(=O)OCC)CCC=C2N(Cc2cccc3ccccc23)C1=O | -1 | 0 | 2 | 0 | 1
21 | Cc1cccc(-c2n[nH]c(=S)n2/N=C/c2ccc(C)o2)c1 | -2 | 2 | 1 | -1 | -6
22 | Cc1ccc(Nc2cc(C)nc3nc(C)nn23)cc1 | 3 | 0 | 0 | -4 | -6
23 | O=C(N/N=C\c1ccccn1)C1COc2cc3ccccc3cc2O1 (stereo unspecified) | 1 | -7 | -4 | 0 | 9
24 | COc1ccc(C(=O)OCC(=O)Nc2c(C)n(C)n(-c3ccccc3)c2=O)cc1 | 4 | 3 | 12* | 1 | -7
25 | O=C(c1cccs1)N(Cc1nc2sc3c(c2c(=O)[nH]1)CCCC3)C1CCCC1 | 5 | -2 | 2 | -26 | 11
26 | CN(Cc1nc2ccccc2c(=O)[nH]1)Cc1nc2ccsc2c(=O)[nH]1 | 13 | -1 | -1 | 1 | -6
27 | CCOC(=O)CSc1nnc(Cn2nnc(-c3ccccc3)n2)n1C | 0 | 1 | 1 | 3 | 5
28 | COc1ccc(S(=O)(=O)N2CCOCC2)cc1NC(=O)COC(=O)c1[nH]c(C)c(C(C)=O)c1C | 3 | -2 | -2 | 3 | 14
29 | Cc1c(-c2csc(N)n2)cnn1C | 1 | 4 | 2 | 1 | 5
30 | Cc1ccc(S(=O)(=O)N2CCN(C(=O)CCn3nc(C)c(C)c3C)CC2)cc1C | 0 | -1 | 7 | -6 | -2

item | MBD2 DNA inh | ASAP1 inh | KLK7 zymogen act | ADAM17 inh | Tn7 DDE FP
16 | 1 | -17 | -0.4 | -2 | -1
17 | -10 | -7 | 0.6 | 2 | 1
18 | 4 | -12 | 0.2 | -1 | 1
19 | -3 | 5 | 0.3 | 4 | -2
20 | -2 | -1 | 0.3 | 2 | 1
21 | -6 | -16 | 0.5 | 5 | -7
22 | 4 | 8 | -0.2 | -1 | -3
23 | 4 | 0 | 0.1 | -3 | 3
24 | 2 | 8 | 0.3 | 6 | 4
25 | -1 | -6 | 0.6 | -4 | -2
26 | -2 | 10 | 0.0 | 5 | -3
27 | 4 | 0 | 0.1 | 3 | -7
28 | 6 | 3 | 0.7 | -1 | -5
29 | -2 | -4 | -0.3 | -2 | -7
30 | -2 | -3 | 0.4 | -2 | -2

More compounds:
item | compound | UHRF1 binding | DDE Tn6 FP inh | PLCg1 inh | PLC-beta3 inh | ARFGAP1 inhibitor
31 | Cc1ccc2[nH]c(=O)c(COC(=O)C3CCCCC3)cc2c1 | -1 | 8 | 1 | -5 | -3
32 | O=C(NCc1cccs1)C1CC(c2ccc(Cl)c(Cl)c2)=NO1 (stereo unspecified) | -4 | -1 | -1 | -2 | -1
33 | O=C(c1cccc([N+](=O)[O-])c1)N1CCN(S(=O)(=O)N2CCCCC2)CC1 | 1 | 2 | 0 | -3 | 6
34 | COc1cc(-c2nnc3n(CCc4ccccc4)c(=O)c4ccccc4n23)cc(OC)c1OC | 0 | 5 | 3 | 5 | 9
35 | C=CCN(c1ccc(C(=O)N2CCCC2)cc1)S(C)(=O)=O | 3 | -9 | -2 | 3 | 21
36 | CCOC(=O)C1(C)CCN1C(=O)c1ccc(Cl)nc1 (stereo unspecified) | -1 | -4 | -1 | 0 | 14
37 | Cc1cc(S(=O)(=O)N2CCCC2)c(C)s1 | -1 | 5 | 2 | 6 | -7
38 | COc1cccc(/C=C/C(=O)c2ccc[nH]2)c1 | -5 | 0 | -3 | 0 | 6
39 | CCc1ccc(Nc2nnc(SCc3cc(=O)n4ccsc4n3)s2)cc1 | 1 | -6 | -1 | -4 | 3
40 | O=C(CNCc1ccccn1)Nc1cc(C(F)(F)F)ccc1N1CCOCC1 | 2 | -8 | 5 | -6 | 3
41 | CCn1ncc(C(=O)Nc2ccccc2C)c1C | -3 | 2 | 1 | 3 | -9
42 | COc1ccc(-c2csc(NC(=O)CSc3n[nH]c(N)n3)n2)cc1 | -2 | 4 | 0 | -7 | 2
43 | Cc1onc(-c2ccccc2)c1CNS(=O)(=O)c1cccc(Br)c1 | 7 | -8 | 0 | -3 | 10
44 | CS(=O)(=O)c1ccccc1-c1nnc(NC(=O)c2ccc3ncsc3c2)o1 | -1 | -4 | -5 | -8 | 8
45 | COc1ccc(/C=C2/CCC(CN3CCOCC3)C2=O)cc1 (stereo unspecified) | -2 | 6 | 0 | 3 | 11
46 | CCCCCCCOC(=O)c1ccc(OC(=O)c2cccnc2)cc1 | 2 | 6 | -1 | 2 | -3

item | MBD2 DNA inh | ASAP1 inh | KLK7 zymogen act | ADAM17 inh | Tn7 DDE FP
31 | -5 | -1 | -0.2 | -7 | -1
32 | 0 | -1 | -0.4 | -1 | 0
33 | 3 | -14 | -0.4 | -3 | 4
34 | -5 | 8 | -0.7 | -1 | -14
35 | 7 | 11 | 0.0 | -3 | -1
36 | 4 | -3 | 0.7 | -6 | -1
37 | -3 | -1 | -0.5 | -2 | -3
38 | -7 | -9 | -0.3 | 2 | 2
39 | 3 | 4 | 0.3 | 2 | -5
40 | 5 | 9 | -0.2 | -3 | 0
41 | 3 | 0 | 0.1 | -2 | 2
42 | 0 | 3 | 0.0 | -3 | 2
43 | -2 | 3 | -0.3 | 2 | 2
44 | 0 | 15 | -0.3 | -2 | -1
45 | 2 | 7 | -0.9 | -3 | 3
46 | 0 | 11 | -0.7 | -1 | 5

Screening data: PubChem BioAssay, The Scripps Research Institute Molecular Screening Center
